All columns: NCI-60 one-dose screen, growth in % after 48 h at 10 µM unless noted; 100 = growth as untreated, 0 = no growth, -100 = all killed.
NCI-H226: NCI-H226 lung cancer | 79,000 compounds, 3.5% hits | AID 1794732
IGROV1: IGROV1 ovarian cancer; 79,000 compounds, 4.7% hits; AID 1794786
SK-OV-3: SK-OV-3 ovarian cancer cells | 80,000 compounds, 3.2% hits
NCI/ADR-RES: NCI/ADR-RES ovarian cells; 81,000 compounds, 4.4% hits
NCI-H23: NCI-H23 lung cancer. 80,000 compounds, 4% hits
OVCAR-4: OVCAR-4 ovarian cancer cells; 80,000 compounds, 3.7% hits; AID 1794784
NCI-H522: NCI-H522 lung cancer | 78,000 compounds, 8% hits
NCI-H460: NCI-H460 lung cancer; 82,000 compounds, 6.8% hits; AID 1794736
NCI-H322M: NCI-H322M lung cancer; 80,000 compounds, 2.7% hits
Active calls of the source: *; x = no result given; [ ] = remark or other dose. Rule for the calls: active = growth percent below 10; inactive = the rest.

SMILES	NCI-H226	IGROV1	SK-OV-3	NCI/ADR-RES	NCI-H23	OVCAR-4	NCI-H522	NCI-H460	NCI-H322M
Cc1c(N=Nc2cc(N=Nc3ccc(N=Nc4ccc(O)c(C(=O)O)c4)cc3)c(N)cc2N)cccc1S(=O)(=O)O	91	111	89	96	92	94	88	101	100
CC1CCCC(C)N1CCOc1cc([N+](=O)[O-])ccc1C#N (stereo unspecified)	115	109	105	100	102	92	80	108	108
CC(C)(C)CC(C)(C)Nc1c(-c2ccc(-c3ccccc3)cc2)nc2sccn12	97	67	83	89	93	87	83	90	91
Cn1cnc([N+](=O)[O-])c1/C=C1\Oc2ccccc2C1=O	101	100	95	100	98	102	83	104	90
Cc1nn(-c2ccc(F)cc2)c2[nH]c(=S)n(-c3ccccc3)c(=O)c12	98	105	89	100	93	104	88	99	105
Cc1ccc(S(=O)(=O)NNC(=O)c2cccnc2)cc1	102	96	107	103	106	104	x	104	96
CCn1c(SCC(=O)NN)nc2c1c(=O)n(C)c(=O)n2C	94	102	113	98	100	106	95	104	99
CC1=CCC(=O)O1	92	x	107	104	105	102	106	110	109
CCN(CC)Cc1c(C)ccc(C)c1O	97	102	100	103	102	x	91	105	97
O=S(=O)(c1ccccc1)N1CCN(c2nccc(-c3c(-c4cccc(F)c4)nc4sccn34)n2)CC1	73	64	140	69	86	72	64	81	88
CCC(CC)C(=O)OC(C)COc1ccccc1C(C)CC (stereo unspecified)	96	110	92	106	102	106	70	107	112
CCCCCC(=O)N1CCCC1	109	112	97	102	100	116	99	115	174
C=CCSc1nnc(-c2ccc3nc(-c4ccc(Cl)cc4)[nH]c3c2)o1	94	114	116	88	95	97	86	104	110
O=C1OC(=O)C2C1CC=CC2c1ccccc1 (stereo unspecified)	91	85	82	91	85	83	94	75	102
O=C(CSc1nnc2n(Cc3ccccc3)c(=O)c3c4c(sc3n12)CCCC4)N1CCN(c2ccccc2)CC1	95	99	92	96	97	101	89	101	89
O=C(O)c1ccc(-c2nn(-c3ccc(C(=O)O)cc3)cc2CNc2ccccc2)cc1	112	108	102	105	95	107	87	x	100
CCOC(=O)C1=C(N)N(c2ccc(Cl)cc2)C(C(=O)OCC)=C(C(=O)OCC)C1c1cc(=O)[nH]c2ccccc12 (stereo unspecified)	91	97	107	96	98	99	87	104	99
Cc1cccnc1NC(=O)CNC(=O)C(C)c1ccc(CC(C)C)cc1 (stereo unspecified)	x	117	99	103	97	96	x	108	119
CC(=O)NC(=O)Nc1ccccc1	92	104	108	109	101	x	92	113	97
CCCCC(O)Cn1ncc(C(=O)N/N=C\c2ccc(OC(F)F)c(OC)c2)c1N (stereo unspecified)	89	89	83	100	98	91	98	88	91
O=C(c1ccccc1)c1coc(-c2ccccc2)c1	94	101	107	96	97	95	97	102	97
COc1ccc(-c2nnc(CN3C=NC4C(N5CCOCC5)=NC=NC43)o2)cc1 (stereo unspecified)	x	100	x	100	100	99	91	99	99
C1CCC2C(C1)N1CN(C34CC5CC(CC(C5)C3)C4)CN3C4CCCC[C@@H]4N4CN(C56CC7CC(CC(C7)C5)C6)CN2C4C13 (stereo partly specified)	106	104	104	99	103	102	96	102	105
O=C1NC(=O)C2(CC(C(=O)N(CCO)CCO)Oc3ccc(F)cc32)N1 (stereo unspecified)	99	97	101	102	101	106	102	107	98
CCCCN1C(=O)/C(=c2\sc3n(c2=O)C2C(NN=3)N(CC)C(=O)N2CC)c2cc(C)ccc21 (stereo unspecified)	87	88	108	82	95	97	88	102	88

The last three records of the section before open the next one:
SMILES	NCI-H226	IGROV1	SK-OV-3	NCI/ADR-RES	NCI-H23	OVCAR-4	NCI-H522	NCI-H460	NCI-H322M
C1CCC2C(C1)N1CN(C34CC5CC(CC(C5)C3)C4)CN3C4CCCC[C@@H]4N4CN(C56CC7CC(CC(C7)C5)C6)CN2C4C13 (stereo partly specified)	106	104	104	99	103	102	96	102	105
O=C1NC(=O)C2(CC(C(=O)N(CCO)CCO)Oc3ccc(F)cc32)N1 (stereo unspecified)	99	97	101	102	101	106	102	107	98
CCCCN1C(=O)/C(=c2\sc3n(c2=O)C2C(NN=3)N(CC)C(=O)N2CC)c2cc(C)ccc21 (stereo unspecified)	87	88	108	82	95	97	88	102	88
Fc1ccc(-n2cc(COc3ncnc4sc5c(c34)CCCC5)nn2)cc1	101	96	98	92	99	102	88	102	95
NC(=O)OCC(O)COc1ccc(Cl)cc1 (stereo unspecified)	104	137	96	106	101	105	94	111	128
CCSC1=NC2C(N(C)C(=O)N2C)N1/N=C/C=C/c1ccccc1[N+](=O)[O-] (stereo unspecified)	91	100	108	93	99	95	82	101	92
COc1ccccc1NC(=O)Nc1ccc(C(C)C)cc1	101	107	115	103	102	x	96	108	101
COc1cccc(-c2ccc3c(c2)C2CCN(Cc4ccccc4)C3C2)c1 (stereo unspecified)	99	60	71	69	x	87	55	93	x
C#CCNC(=O)CC[C@@H](C)[C@H]1CC[C@H]2[C@@H]3CC[C@@H]4CC(=O)CC[C@]4(C)[C@H]3CC[C@]12C	-64*[100 µM]	-64*[100 µM]	11[100 µM]	-29*[100 µM]	-28*[100 µM]	x	-64*[100 µM]	-55*[100 µM]	-5.4*[100 µM]
O=C1NC(=S)NC(=O)C1Nc1ccc(Br)cc1	94	96	112	81	110	x	70	104	95
N#Cc1c(-c2cccnc2)cc(-c2c[nH]c3ccccc23)[nH]c1=O	83	95	103	93	97	100	98	105	97
O=c1ncc(-c2ccc(C(F)(F)F)cc2)c(NC2CCCCCC2)[nH]1	71	51	84	102	65	53	29	55	91
Cc1cccc(-c2nc(C(=O)O)c3cccc(F)c3n2)c1	100	107	102	105	96	90	97	105	106
O=C1/C(=C/c2ccncc2)CCCc2ccccc21	71	99	92	87	79	x	77	91	100
COc1ccc2cc([C@H](C)C(=O)N/N=C/c3ccccc3)ccc2c1	95	114	100	103	103	96	92	98	97
Cc1cc(C(=O)NOCCO)c(Nc2ccc(I)cc2F)n(C)c1=O	71	28	57	76	26	71	55	67	20
Nc1nc(-c2cscc2Br)nn1-c1nc2ccccc2s1	x	76	x	79	92	75	x	74	92
O=C(O)c1ccc(-n2cc(CNc3ccc(Cl)cc3)c(-c3ccc(F)c(F)c3)n2)cc1	99	97	102	99	99	98	91	98	90
O=C(/C=C/c1cccc([N+](=O)[O-])c1)c1ccc(Nc2nc(N3CCCCC3)nc(N3CCCCC3)n2)cc1	74	88	97	103	99	98	87	96	103
O=C(C1=C(O)C(=O)N(Cc2cccnc2)C1c1cccnc1)c1cccs1 (stereo unspecified)	92	x	118	100	103	107	94	121	104
Cc1ccc(-c2nn[nH]n2)cc1	102	131	110	103	97	101	96	99	113
Cc1ccc(S(=O)(=O)Oc2ccc(-c3ccc(Br)cc3)cc2)cc1	88	105	101	103	100	94	101	101	110
O=[N+]([O-])c1ccc(-c2nnc(SCc3ccc(O)c4ncccc34)o2)cc1	36	32	11	25	21	17	17	8.6*	41
O=C(Nc1nc(-c2ccccc2Cl)cs1)c1cc(-c2ccccc2)nc2ccccc12	84	83	93	90	80	76	78	x	95
COc1cc2c(cc1OC)-n1c(cnc1-c1ccccc1)N1NCC(=O)C=C21	97	98	93	108	97	99	87	112	106
CC1=C/C(=C\c2ccco2)C(=O)O1	101	101	102	100	100	105	87	107	106
CC(=O)c1cccc(Nc2ncnc3ccc(NC(=O)c4ccco4)cc23)c1	88	86	104	93	89	89	83	96	102
NC(=O)C(O)(C(F)(F)F)C(F)(F)F	135	112	106	x	104	107	102	118	103

Single records, as listed above:
CCSC1=NC2C(N(C)C(=O)N2C)N1/N=C/C=C/c1ccccc1[N+](=O)[O-] (stereo unspecified) across the screens: NCI-H226: 91; IGROV1: 100; SK-OV-3: 108; NCI/ADR-RES: 93; NCI-H23: 99; OVCAR-4: 95; NCI-H522: 82; NCI-H460: 101; NCI-H322M: 92
O=C(O)c1ccc(-n2cc(CNc3ccc(Cl)cc3)c(-c3ccc(F)c(F)c3)n2)cc1 across the screens: NCI-H226: 99; IGROV1: 97; SK-OV-3: 102; NCI/ADR-RES: 99; NCI-H23: 99; OVCAR-4: 98; NCI-H522: 91; NCI-H460: 98; NCI-H322M: 90

(next part)
SMILES	NCI-H226	IGROV1	SK-OV-3	NCI/ADR-RES	NCI-H23	OVCAR-4	NCI-H522	NCI-H460	NCI-H322M
Cc1nnc(NC(=O)c2nc(S(=O)(=O)Cc3ccc(F)cc3)ncc2Cl)s1	99	91	101	93	90	101	-67*	105	94
O=C(NN1C(=O)/C(=C/C=C/c2ccco2)SC1=S)c1ccc(Cl)cc1	99	104	112	100	104	91	90	87	84
Cn1c(=O)c(C#N)c(-c2ccccc2)n2c(S(C)(=O)=O)nnc12	116	56	118	109	99	104	112	103	111
CN(C)c1ccc([N+](=O)[O-])cn1	103	97	x	101	95	x	98	104	93
CCOC(=O)/C(C#N)=C1\SS/C(=C(/C#N)C(=O)OCC)S1	98	95	119	111	108	108	98	106	100
C=CCC(=S)NNC(=O)c1ccncc1	102	112	111	105	103	121	93	103	x
COc1ccc2oc(=O)cc(CP(=O)(O)O)c2c1	102	92	103	103	104	105	98	99	90
CCOC(=O)C1=CCC(n2ccc(=O)[nH]c2=O)O1 (stereo unspecified)	94	76	100	97	87	108	x	119	98
O=C1NC(=O)C2(CCCC2)N1	110	122	102	112	99	101	117	116	96
Clc1cccc(Cn2cc(CSc3nc4ccccc4s3)nn2)c1	x	95	114	93	92	92	81	112	96
CCOC(=O)C(=NNc1ccccc1)C(=O)OCC	97	114	101	96	97	106	68	105	102
Oc1ccc(/C=C2\CCCc3cc4ccc(O)cc4[o+]c32)c(O)c1	78	21	86	-25*	30	43	4.5*	20	63
CC(C)(CN1CCCN(CC(C)(C)C(=O)O)C1=O)C(=O)O	102	x	106	107	103	x	117	106	110
C[C@@H](O)[C@@H]1NC(=O)[C@H](CCC(N)=O)NC(=O)[C@@H](Cc2ccc(O)cc2)NC(=O)CSC[C@@H](C(N)=O)NC(=O)[C@H](Cc2ccccc2)NC(=O)[C@H](CO)NC(=O)[C@H](Cc2ccc(O)cc2)NC(=O)[C@H](CCCNC(=N)N)NC(=O)[C@H](CCCNC(=N)N)NC(=O)CNC(=O)[C@H](CCCNC(=N)N)NC(=O)[C@H](Cc2c[nH]c3ccccc23)NC(=O)[C@H](CO)NC(=O)[C@H](Cc2c[nH]c3ccccc23)NC1=O	116	122	114	112	106	100	101	107	119
Cc1ccc(S(=O)(=O)NCCN2c3nc4ccccc4cc3Sc3cc4ccccc4nc32)cc1	66	x	53	63	57	23	53	71	92
CC(=O)c1ccc(N2CCCCC2)cc1	98	118	87	110	106	115	79	112	106
CSc1nc2c(c(=O)n1C)NC1=C(C(=O)c3ccccc31)C1(C=C(O)c3ccccc31)N2 (stereo unspecified)	x	72	92	105	100	103	101	102	112
CN(CCO)c1ccc(N2Cc3ccccc3OC3=C2C(=O)c2c(O)ccc(O)c2C3=O)cn1	0.2*	-73*	-3.7*	-2.4*	-66*	-97*	-50*	-51*	-0.6*
Oc1ccc2ccc(Cl)cc2c1	90	126	101	108	110	100	x	106	131
COc1ccc2oc(=O)cc(-c3sc(N4CCCCC4)nc3-c3ccccc3)c2c1	117	94	104	95	96	101	82	108	91
CN1CCC(O)CC1	x	110	113	105	100	x	103	109	105
CC(C)CN1C(=O)c2c(F)c(F)c(F)c(F)c2C1=O	86	98	109	105	99	107	100	108	97
CCN1C/C(=C\c2ccc(Cl)cc2)C(=O)/C(=C/c2ccc(Cl)cc2)C1	101	107	105	105	100	111	70	100	95
CC(C)CC(NC(=O)CCCCCl)C(=O)O (stereo unspecified)	x	119	115	111	112	92	108	109	106
O=C(Nc1ncccc1OCc1cccc(F)c1)NC12CC3CC(CC(C3)C1)C2	59	102	105	75	75	73	70	80	95

Other compounds.
SMILES	NCI-H226	IGROV1	SK-OV-3	NCI/ADR-RES	NCI-H23	OVCAR-4	NCI-H522	NCI-H460	NCI-H322M
COc1ccc(NC(=S)NNc2ccc(-c3ccccc3)nn2)cc1	100	98	x	109	101	103	102	100	97
CCOC(=O)c1cc(C(=O)c2ccc(Br)cc2)n2ccc(/C=C/c3ccncc3)cc12	93	77	96	105	85	99	91	98	94
N#Cc1c(NC(=O)c2cccs2)[n+]([O-])c2cc(Cl)c(Cl)cc2[n+]1[O-]	94	77	89	106	102	84	81	90	95
COc1cccc(-c2nc(-c3ccc(NC(=O)OC(C)C)cc3)[nH]c2-c2ccnc(Br)c2)c1	31	35	33	28	16	33	27	17	35
CCOC(=O)c1sc(/N=C2\NC(=O)/C(=C/c3ccc(-n4ccnc4C)cc3)S2)nc1C	94	95	118	97	95	95	58	104	98
COc1ccc([C@H]2c3[nH]c4ccccc4c3C[C@H]3C(=O)N(CCCCCCC(=O)NO)CC(=O)N23)c(OC)c1	92	75	80	90	87	73	49	85	93
CCCc1cc(Cl)c(O)cc1O	94	100	96	103	97	121	87	107	98
N/N=C/c1ccc([N+](=O)[O-])cc1	106	105	107	96	97	102	90	103	106
O=C1NC(=O)C(C(=O)Nc2ccc(Cl)cc2)c2ccccc21 (stereo unspecified)	86	90	90	102	97	106	82	104	95
CCSCN1CCN(C)CC1	102	111	x	104	91	86	96	103	108
CC(=O)Nc1nc2c(c(N)c1C#N)C(c1cccc(Cl)c1)C1=C(CCCC1=O)N2c1sc2c(c1C#N)CCCC2 (stereo unspecified)	55	59	55	47	67	57	21	53	93

Part of the list above in a different format:
| Compound | NCI-H226 | IGROV1 | SK-OV-3 | NCI/ADR-RES | NCI-H23 | OVCAR-4 | NCI-H522 | NCI-H460 | NCI-H322M |
| --- | --- | --- | --- | --- | --- | --- | --- | --- | --- |
| N/N=C/c1ccc([N+](=O)[O-])cc1 | 106 | 105 | 107 | 96 | 97 | 102 | 90 | 103 | 106 |
| CC(=O)Nc1nc2c(c(N)c1C#N)C(c1cccc(Cl)c1)C1=C(CCCC1=O)N2c1sc2c(c1C#N)CCCC2 (stereo unspecified) | 55 | 59 | 55 | 47 | 67 | 57 | 21 | 53 | 93 |
| COc1cccc(-c2nc(-c3ccc(NC(=O)OC(C)C)cc3)[nH]c2-c2ccnc(Br)c2)c1 | 31 | 35 | 33 | 28 | 16 | 33 | 27 | 17 | 35 |

Screens deposited in PubChem by NCI.
